rCAG binder: binders of r(CAG) RNA repeats, primary screen, biochemical, fluorescence; r(CAG) RNA repeat, TO-PRO-1 dye displacement fluorescence; inhibition, % at 3 µM; 1.3% of 370,000 active;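 active = inhibition above the plate cutoff, the mean of all test compounds on that plate plus 3 SD, cut at about 35% in these data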;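 note: 0% = DMSO alone and 100% = 100 µM mitoxantrone as full dye displacement; higher means more dye released from RNA so lower well fluorescence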
TCR CD3 inh: inhibitors of human TCR-CD3 interaction, primary screen, biochemical, fluorescence, TAMRA-labeled TCR probe; inhibition, % at 9.4 µM; AID 651800, 2012; 0.37% of 360,000 active; in the data active = inhibition above about 19%;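 note: recombinant mutant TCR 2C K166C tagged with TAMRA read by polarization; 0% = receptor in buffer alone and 100% = receptor with positive control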
HTRA1 inhibitor: HTRA1 serine protease inhibitors, primary screen, biochemical, fluorescence polarization, HTS. Q92743. recombinant HTRA1, FP-rhodamine activity-based probe. inhibition, % at 5.96 µM. 0.5% of 340,000 active; in the data active = inhibition above about 36%;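 note: 0% = enzyme with DMSO and 100% = wells lacking enzyme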
Rev-erbA mod: modulators of Rev-erb alpha DNA binding, primary screen, biochemical, FITC-DNA, fluorescence polarization, uHTS | 0.79% of 370,000 active | activity, % at 10 µM | Nuclear receptor subfamily 1 group D member 1 (Homo sapiens), P20393 | Rev-erbα–FITC-DNA binding, 90 min;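 active = activity above about 14%, limit read from the data; passing the limit was not always enough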;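 note: 0% = DMSO wells with 35 nM protein and 100% = DMSO wells with 750 nM protein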
ABHD4 inh: ABHD4 inhibitors, primary screen, biochemical, fluorescence polarization, mouse; purified mABHD4, FP-Rh probe fluorescence polarization; inhibition, % at 8.92 µM; 0.54% of 370,000 active; AID 720543, 2013;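 active = inhibition exceeding the mean over every tested compound plus 3 SD, cut at about 30% in these data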;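 note: 0% = plate median of compound wells and 100% = S159A mutant with DMSO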
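Material: mouse ABHD4 enzyme, wild type; Benchmarks: S159A mutant high control, sample median low control; Buffer or medium: HEPES pH 7.0, NaCl, Pluronic buffer; Signal: fluorescence polarization; Read-out: percent inhibition of probe binding, normalized to plate controls; Timing: pre-incubation 45 min, probe exposure 60 min, at 25 °C; Dosing: 8.92 µM, single dose.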
PG9 binder: binders of HIV-1 gp120 antibody PG9, primary screen, biochemical, TR-FRET | HIV-1 gp120 / PG9 antibody interaction | TR-FRET gp120-PG9 antibody binding | inhibition, % at 6.7 µM | 0.43% of 360,000 active | AID 624416, 2012; in the data active = inhibition above about 8.5%
UHRF1 binding: UHRF1 methylated DNA binding inhibitors, primary screen, counter-screen for MBD2 inhibitor project, biochemical, TR-FRET, human UHRF1, single concentration; UHRF1 binding to methylated oligo; inhibition, % at 4.4 µM; 0.75% of 370,000 active; E3 ubiquitin-protein ligase UHRF1 (Homo sapiens), Q96T88; in the data active = inhibition above about 21%;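 note: UHRF1 SRA domain binding a hemimethylated CpG hairpin DNA probe; 0% = median of test compound wells and 100% = reference inhibitor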
PRMT1 inh: PRMT1 methyltransferase inhibitors, primary screen, biochemical, fluorescence polarization. inhibition, % at 2.79 µM. AID 652257, 2013. recombinant PRMT1, activity-based probe fluorescence polarization. Protein arginine N-methyltransferase 1 (Homo sapiens), Q99873. 1.3% of 370,000 active;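 active = inhibition above about 21% made by adding two undisclosed values, limit read from the data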
Target sequence (Q99873 whole entry, looked up): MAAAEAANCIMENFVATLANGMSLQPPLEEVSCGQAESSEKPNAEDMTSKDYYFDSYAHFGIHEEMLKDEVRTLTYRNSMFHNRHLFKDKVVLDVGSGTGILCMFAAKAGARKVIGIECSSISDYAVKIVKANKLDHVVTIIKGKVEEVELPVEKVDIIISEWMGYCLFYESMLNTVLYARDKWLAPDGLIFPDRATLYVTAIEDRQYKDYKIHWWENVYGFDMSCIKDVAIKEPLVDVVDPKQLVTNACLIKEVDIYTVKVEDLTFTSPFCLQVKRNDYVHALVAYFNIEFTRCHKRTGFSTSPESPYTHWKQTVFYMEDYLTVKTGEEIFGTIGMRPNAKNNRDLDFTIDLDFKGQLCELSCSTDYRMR
LEDGF integ inh: blockers of LEDGF/p75-dependent integrase strand transfer – biochemical, TR-FRET, high throughput, primary screen; HIV-1 integrase (with human LEDGF/p75); TR-FRET IN-LEDGF/p75 DNA integration, Eu/Cy5; inhibition, % at 3.7 µM; 0.64% of 370,000 active; AID 743269, 2014;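 active = inhibition above the screen-wide mean plus 3 SD, cut at about 13% in these data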;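 note: signal is the Cy5 over europium emission ratio at 671 and 618 nm; 0% = plate median of compound wells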
MBD2 inh: inhibitors of MBD2 binding to methylated DNA, primary screen, biochemical, TR-FRET, DNA-binding domain, human | AID 686964, 2013 | inhibition, % at 4.4 µM | MBD2 binding to methylated oligonucleotide | 0.31% of 370,000 active | Methyl-CpG-binding domain protein 2 (Homo sapiens), Q9UBB5; in the data active = inhibition above about 13%
Target sequence (Q9UBB5 whole entry, looked up, the tested form may be a part): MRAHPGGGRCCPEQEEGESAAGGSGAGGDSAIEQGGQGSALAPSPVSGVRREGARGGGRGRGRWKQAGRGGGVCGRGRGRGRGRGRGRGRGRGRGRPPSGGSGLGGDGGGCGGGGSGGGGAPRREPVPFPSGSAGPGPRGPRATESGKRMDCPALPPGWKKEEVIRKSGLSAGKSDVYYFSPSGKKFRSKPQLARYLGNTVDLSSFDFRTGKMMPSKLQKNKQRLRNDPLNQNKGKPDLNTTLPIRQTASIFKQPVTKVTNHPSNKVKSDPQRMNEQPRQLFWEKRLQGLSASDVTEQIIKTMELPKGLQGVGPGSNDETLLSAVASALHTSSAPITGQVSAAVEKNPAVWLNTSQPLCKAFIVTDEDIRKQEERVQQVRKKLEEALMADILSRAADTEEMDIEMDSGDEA
* hit, by the source's call. These rows are one share of the data; rates above refer to the full screens.

What do the screens show for `CCOc1ccc(/C=N/NC(=O)c2nnn(-c3nonc3N)c2-c2cccs2)cc1`?
rCAG binder: 4; TCR CD3 inh: 3; HTRA1 inhibitor: -11; Rev-erbA mod: 3; ABHD4 inh: -11; PG9 binder: -2.0; UHRF1 binding: 0; PRMT1 inh: 1; LEDGF integ inh: 0; MBD2 inh: 3

What do the screens show for `COc1cccc(OC)c1C(=O)Nc1ccc(N2CCCCC2)cc1`?
rCAG binder: 0; TCR CD3 inh: -7; HTRA1 inhibitor: 7; Rev-erbA mod: 0; ABHD4 inh: 11; PG9 binder: -1.2; UHRF1 binding: -2; PRMT1 inh: -4; LEDGF integ inh: 3; MBD2 inh: -1

How did COc1ccccc1CNC(=O)CN1C(=O)NC2(CCCC2)C1=O do in these assays?
rCAG binder: 1; TCR CD3 inh: -10; HTRA1 inhibitor: -1; Rev-erbA mod: -7; ABHD4 inh: -3; PG9 binder: -0.5; UHRF1 binding: 1; PRMT1 inh: -1; LEDGF integ inh: -6; MBD2 inh: 0

Results for O=C(/C=C/c1ccccc1Cl)Nn1cnc2ccccc2c1=O ?
rCAG binder: 7; TCR CD3 inh: -5; HTRA1 inhibitor: -4; Rev-erbA mod: -6; ABHD4 inh: 1; PG9 binder: 1.1; UHRF1 binding: 4; PRMT1 inh: 3; LEDGF integ inh: -2; MBD2 inh: -2

Results for COc1ccc(N2CCN(CCCn3cnc4c(SC)ncnc43)CC2)cc1 ?
rCAG binder: 0; TCR CD3 inh: 0; HTRA1 inhibitor: 2; Rev-erbA mod: 2; ABHD4 inh: -1; PG9 binder: 0.1; UHRF1 binding: -2; PRMT1 inh: -2; LEDGF integ inh: -4; MBD2 inh: 1

Results for COC(=O)C1=C(N)OC2=C(C(=O)CCC2)C1c1cccs1 (stereo unspecified) ?
rCAG binder: 2; TCR CD3 inh: 10; HTRA1 inhibitor: -2; Rev-erbA mod: 2; ABHD4 inh: 8; PG9 binder: -0.3; UHRF1 binding: 7; PRMT1 inh: 2; LEDGF integ inh: 0; MBD2 inh: -3

What do the screens show for `CC(/C=C/c1ccccc1)=N/NC(=O)C(O)c1ccccc1` (stereo unspecified)?
rCAG binder: 0; TCR CD3 inh: 0; HTRA1 inhibitor: -1; Rev-erbA mod: -1; ABHD4 inh: 6; PG9 binder: -3.0; UHRF1 binding: 0; PRMT1 inh: 2; LEDGF integ inh: 2; MBD2 inh: -2

What do the screens show for `O=S1(=O)c2ccc(Br)cc2OC[C@H](c2ccccc2)N1Cc1ccccc1`?
rCAG binder: 4; TCR CD3 inh: 6; Rev-erbA mod: 2; ABHD4 inh: 4; PG9 binder: -1.4; UHRF1 binding: -4; PRMT1 inh: -2; LEDGF integ inh: 3; MBD2 inh: -6

Results for CC(OC(=O)CCc1nc2ccccc2[nH]c1=O)C(=O)c1ccccc1 (stereo unspecified) ?
rCAG binder: -3; TCR CD3 inh: 3; HTRA1 inhibitor: 5; Rev-erbA mod: 0; ABHD4 inh: 0; PG9 binder: 1.6; UHRF1 binding: 0; PRMT1 inh: -1; LEDGF integ inh: 0; MBD2 inh: 1

Results for O=C(Cn1ccc(NC(=O)OCc2ccccc2)nc1=O)NCCN1CCOCC1 ?
rCAG binder: -3; TCR CD3 inh: 4; HTRA1 inhibitor: 3; Rev-erbA mod: -4; ABHD4 inh: -3; PG9 binder: 0.4; UHRF1 binding: 2; PRMT1 inh: -4; LEDGF integ inh: -3; MBD2 inh: -2

Results for Cc1cccc(N(CC(=O)O)CC(=O)O)c1 ?
rCAG binder: -2; TCR CD3 inh: 0; HTRA1 inhibitor: 3; Rev-erbA mod: 2; ABHD4 inh: 9; PG9 binder: -0.8; UHRF1 binding: -2; PRMT1 inh: -3; LEDGF integ inh: -3; MBD2 inh: -5

What do the screens show for `CN(c1ccccc1C(=O)Nc1ccc(S(=O)(=O)N2CCOCC2)cc1)S(C)(=O)=O`?
rCAG binder: 1; TCR CD3 inh: 0; HTRA1 inhibitor: 2; Rev-erbA mod: -2; ABHD4 inh: 4; PG9 binder: 2.1; UHRF1 binding: 1; PRMT1 inh: -6; LEDGF integ inh: -3; MBD2 inh: 2

How did COc1ccc(C2(CNC(C)=O)CCOCC2)cc1OC do in these assays?
rCAG binder: 1; TCR CD3 inh: -7; HTRA1 inhibitor: 6; Rev-erbA mod: -6; ABHD4 inh: 2; PG9 binder: 2.2; UHRF1 binding: 1; PRMT1 inh: 4; LEDGF integ inh: -3; MBD2 inh: 2

Results for O=C(NCCO)/C(=C/c1ccc2c(c1)OCO2)NC(=O)c1ccc(Br)cc1 ?
rCAG binder: -2; TCR CD3 inh: 1; HTRA1 inhibitor: 2; Rev-erbA mod: -2; ABHD4 inh: -5; PG9 binder: -1.1; UHRF1 binding: 0; PRMT1 inh: 0; LEDGF integ inh: 2; MBD2 inh: -1

How did O=C(CSC1=NCCS1)N1CCCCCC1 do in these assays?
rCAG binder: 2; TCR CD3 inh: 3; HTRA1 inhibitor: 0; Rev-erbA mod: -5; ABHD4 inh: 4; PG9 binder: -0.4; UHRF1 binding: -2; PRMT1 inh: 7; LEDGF integ inh: -3; MBD2 inh: -4

Results for O=C1OC(c2cccs2)Sc2ccccc21 (stereo unspecified) ?
rCAG binder: 2; TCR CD3 inh: 2; Rev-erbA mod: -5; ABHD4 inh: 3; PG9 binder: 1.5; UHRF1 binding: 1; PRMT1 inh: 25*; LEDGF integ inh: -5; MBD2 inh: -4

How did CCCC(C)(C)C(=O)N1CCC1(C)C(=O)NS(=O)(=O)c1ccc(Br)cc1 (stereo unspecified) do in these assays?
rCAG binder: 18; TCR CD3 inh: -3; Rev-erbA mod: -7; ABHD4 inh: -5; PG9 binder: 2.4; UHRF1 binding: 5; PRMT1 inh: 9; LEDGF integ inh: -4; MBD2 inh: 10

What do the screens show for `Cc1c(C(=O)N(Cc2ccncc2)CC2CCCO2)oc2c(F)cccc12` (stereo unspecified)?
rCAG binder: -7; TCR CD3 inh: -2; HTRA1 inhibitor: -4; Rev-erbA mod: -2; ABHD4 inh: -3; PG9 binder: -3.8; UHRF1 binding: -1; PRMT1 inh: 1; LEDGF integ inh: 0; MBD2 inh: 0

What do the screens show for `O=C(CCN1C(=O)c2ccncc2C1=O)Nc1ccc2c(c1)OCCO2`?
rCAG binder: 0; TCR CD3 inh: -3; HTRA1 inhibitor: -6; Rev-erbA mod: -1; ABHD4 inh: -4; PG9 binder: -0.8; UHRF1 binding: 0; PRMT1 inh: 1; LEDGF integ inh: -4; MBD2 inh: 4

Results for CCn1c(SCC(=O)N2CCCCC2)nnc1-c1ccc(S(=O)(=O)N2CCN(C)CC2)cc1 ?
rCAG binder: -7; TCR CD3 inh: -1; HTRA1 inhibitor: 10; Rev-erbA mod: 5; ABHD4 inh: 0; PG9 binder: 1.0; UHRF1 binding: 0; PRMT1 inh: -3; LEDGF integ inh: -3; MBD2 inh: -7

What do the screens show for `CC(=O)NC(c1cc(F)c2cccnc2c1O)C1CC1` (stereo unspecified)?
rCAG binder: 1; TCR CD3 inh: 1; HTRA1 inhibitor: 16; Rev-erbA mod: 0; ABHD4 inh: 2; PG9 binder: -1.2; UHRF1 binding: -3; PRMT1 inh: 0; LEDGF integ inh: -6; MBD2 inh: -5

What do the screens show for `COc1nc(Nc2ccc([N+](=O)[O-])cc2)nc(NC2CCCCC2)n1`?
rCAG binder: 3; TCR CD3 inh: 0; HTRA1 inhibitor: -4; Rev-erbA mod: 0; ABHD4 inh: 0; PG9 binder: -0.5; UHRF1 binding: 1; PRMT1 inh: -4; LEDGF integ inh: -1; MBD2 inh: -3

Results for Cc1ccc(C(NC(=O)N2CCCC2)C(Cl)(Cl)Cl)cc1F (stereo unspecified) ?
rCAG binder: 1; TCR CD3 inh: 3; HTRA1 inhibitor: -1; Rev-erbA mod: -3; ABHD4 inh: -2; PG9 binder: -3.1; UHRF1 binding: 1; PRMT1 inh: -1; LEDGF integ inh: -5; MBD2 inh: -4

How did Cc1ccc2cc(COC(=O)c3ccncc3)c(=O)[nH]c2c1 do in these assays?
rCAG binder: -4; TCR CD3 inh: 4; HTRA1 inhibitor: -5; Rev-erbA mod: -1; ABHD4 inh: -5; PG9 binder: 0.1; UHRF1 binding: -3; PRMT1 inh: 0; LEDGF integ inh: 1; MBD2 inh: -2

Results for O=C(NCc1ccccn1)c1nc(Cn2ccc([N+](=O)[O-])n2)no1 ?
rCAG binder: 0; TCR CD3 inh: -4; HTRA1 inhibitor: 7; Rev-erbA mod: 5; ABHD4 inh: 1; PG9 binder: -3.0; UHRF1 binding: 0; PRMT1 inh: -3; LEDGF integ inh: -1; MBD2 inh: 6

What do the screens show for `CCOC(=O)C1=C(C)NC(=O)CC1c1ccccc1OC` (stereo unspecified)?
rCAG binder: -3; TCR CD3 inh: -4; HTRA1 inhibitor: -1; Rev-erbA mod: 8; ABHD4 inh: 4; PG9 binder: 1.5; UHRF1 binding: -4; PRMT1 inh: 0; LEDGF integ inh: 0; MBD2 inh: 0

Results for COc1ccc2c(c1OC)C(=O)OC2N1C(=O)CC[C@H]1C(=O)Nc1ccc2c(c1)OCO2 (stereo partly specified) ?
rCAG binder: 5; TCR CD3 inh: 2; HTRA1 inhibitor: -2; Rev-erbA mod: 4; ABHD4 inh: -1; PG9 binder: -1.0; UHRF1 binding: -3; PRMT1 inh: 3; LEDGF integ inh: 5; MBD2 inh: 5

Results for O=C(COC(=O)Cc1ccc([N+](=O)[O-])cc1)NC1CCCCCC1 ?
rCAG binder: 0; TCR CD3 inh: -7; HTRA1 inhibitor: -1; Rev-erbA mod: -6; ABHD4 inh: 13; PG9 binder: 0.1; UHRF1 binding: 46*; PRMT1 inh: 1; LEDGF integ inh: -3; MBD2 inh: 1

Quoted at random: 3 records from the list, in no set order.
Results for O=C(NCc1ccccn1)c1nc(Cn2ccc([N+](=O)[O-])n2)no1 ?
rCAG binder: 0; TCR CD3 inh: -4; HTRA1 inhibitor: 7; Rev-erbA mod: 5; ABHD4 inh: 1; PG9 binder: -3.0; UHRF1 binding: 0; PRMT1 inh: -3; LEDGF integ inh: -1; MBD2 inh: 6

Results for Cc1ccc(C(NC(=O)N2CCCC2)C(Cl)(Cl)Cl)cc1F (stereo unspecified) ?
rCAG binder: 1; TCR CD3 inh: 3; HTRA1 inhibitor: -1; Rev-erbA mod: -3; ABHD4 inh: -2; PG9 binder: -3.1; UHRF1 binding: 1; PRMT1 inh: -1; LEDGF integ inh: -5; MBD2 inh: -4

What do the screens show for `CCOc1ccc(/C=N/NC(=O)c2nnn(-c3nonc3N)c2-c2cccs2)cc1`?
rCAG binder: 4; TCR CD3 inh: 3; HTRA1 inhibitor: -11; Rev-erbA mod: 3; ABHD4 inh: -11; PG9 binder: -2.0; UHRF1 binding: 0; PRMT1 inh: 1; LEDGF integ inh: 0; MBD2 inh: 3

Screening results from PubChem BioAssay.
